VP16 counter = Gal4-VP16 reporter inhibition counter-screen. 3.5% of 310,000 active. Potency, µM (series often up to 53.6 µM), inactives show at the highest dose activity, negative = inhibition, most hits filed as inhibitors. Drosophila S2 Gal4-VP16 UAS-luciferase, luminescence, 20 h;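 further: Gal4-VP16 expression switched on by copper sulfate through the metallothionein promoter; nearly all actives have a fitted effect of over 50% in size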
RORgamma inh = blocks mouse ROR gamma transcriptional activity | P51450 | Drosophila S2 Gal4-RORgamma UAS-luciferase reporter, 20 h | Potency, µM (doses to about 53.6 µM), for the others: at the top dose activity change, negative = inhibition, actives largely listed as inhibitors | 5.4% of 310,000 active | AID 2551; further: nearly all actives have a fitted effect of over 60% in size
Target sequence (P51450 whole entry, looked up, the tested form may be a part): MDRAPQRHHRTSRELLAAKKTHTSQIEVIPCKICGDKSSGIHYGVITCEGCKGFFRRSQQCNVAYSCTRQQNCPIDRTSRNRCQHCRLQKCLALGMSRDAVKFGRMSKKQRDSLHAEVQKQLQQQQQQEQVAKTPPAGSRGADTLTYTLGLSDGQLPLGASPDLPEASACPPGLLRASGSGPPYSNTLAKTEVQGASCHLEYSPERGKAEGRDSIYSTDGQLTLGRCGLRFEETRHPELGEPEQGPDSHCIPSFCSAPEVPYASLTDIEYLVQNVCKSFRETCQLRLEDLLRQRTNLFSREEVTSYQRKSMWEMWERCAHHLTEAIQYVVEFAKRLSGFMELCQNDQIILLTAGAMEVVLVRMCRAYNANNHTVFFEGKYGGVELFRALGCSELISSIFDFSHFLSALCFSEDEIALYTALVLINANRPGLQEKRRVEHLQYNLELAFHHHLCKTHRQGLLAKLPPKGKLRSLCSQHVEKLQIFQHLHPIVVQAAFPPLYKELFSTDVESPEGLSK
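Stably transfected Drosophila Schneider cells are the test system, with ROR gamma fused to Gal4 and luciferase under UAS control; luminescence is read after 20 hr of 700 uM copper sulfate induction at ambient temperature.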
Starred values were filed as active, the others as inactive; ? = inconclusive; & = joins results of further samples; [ ] = remark or other dose. The call rests on the fitted dose curve; in most records, active means well fitted curve in the direction sought with a large enough effect; inconclusive means small, poorly fitted or top-dose-only effect, or another doubt; inactive means no such curve, though single readings can be large; an effect the other way counts as inactive or inconclusive. On the % scale 0 is the no-effect control and ±100 the full control effect; potency means the concentration at half of the fitted maximal effect. An excerpt; the hit share may differ from the screen's.

item	molecule	VP16 counter	RORgamma inh
1	CCC1=C2CC[C@H]3C(=O)N(c4ccccc4)C(=O)[C@H]3[C@H]2[C@@]2(Cc3ccccc3)C(=NCCOC)OC(=O)N2C1=O	-3.0%	11.8%
2	CC(C)=CCc1c(O)cc(C)oc1=O	-0.2%	8.3%
3	CCC(C)C1/C=C\CCCC(=O)N1Cc1ccc(C)cc1 (configuration not stated)	-4.9%	0.9%
4	COc1ccc(-c2coc3c(O)c(OC)ccc3c2=O)cc1	?	?
5	C=CCn1c(=O)n(CC=C)c(=O)n(CC=C)c1=O	6.8%	-40.8%
6	Cc1nc2cnc(Nc3ccccc3)nc2n(C2CC2)c1=O	0.0%	29.2%
7	COc1ccccc1-c1nc(N2CCN(C)CC2)c2ccccc2n1	-4.5%	-14.4%
8	CO[C@@H]1COC(=O)C/C=C\[C@H](C)COC(=O)[C@H](C)NC(=O)C/C=C\[C@H]1C	0.9%[10 µM]	-10.9%[10 µM]
9	C/C=C\C1=C(CO)[C@H](O)[C@H]2OC2[C@@H]1O (some centres not stated)	7.6%[10 µM]	-0.3%[10 µM]
10	CCc1cc2c(nc1CC)CCN(CC/C(C)=N/OC[C@@H](O)COCc1ccco1)C2	-9.2%[10 µM]	-9.9%[10 µM]
11	COCC(=O)N1CCC2(CCCN(Cc3ccc(C#N)cc3)C2)CC1	-6.3%	1.6%
12	CCCCCCCNS(=O)(=O)c1cccc2c(Cl)cccc12	-19.5%	?
13	Cn1cc(-c2nc3cnc(Oc4ccccc4)nc3n(C3CC3)c2=O)c2ccccc21	1.3%	1.5%
14	CC(C)C[C@H](NC(=O)[C@H](CC(C)C)NC(=O)[C@H](Cc1ccc(O)cc1)NC(=O)CNC(=O)[C@H](C)NC(=O)[C@H](CO)NC(=O)[C@H](CC(N)=O)NC(=O)[C@H](CC(C)C)NC(=O)[C@@H](NC(=O)[C@H](Cc1c[nH]c2ccccc12)NC(=O)CN)[C@@H](C)O)C(=O)NCC(=O)N1CCC[C@H]1C(=O)N1CCC[C@H]1C(=O)N1CCC[C@H]1C(=O)NCC(=O)N[C@@H](Cc1ccccc1)C(=O)N[C@@H](CO)C(=O)N1CCC[C@H]1C(=O)N[C@@H](Cc1ccccc1)C(=O)N[C@@H](CCCNC(=N)N)C(N)=O	-3.9%	6.7%
15	NCCC[C@@H](CC(=O)N[C@@H]1CCCC[C@H]1C(=O)N[C@H](CC(=O)N[C@@H](CCC(=O)O)CC(=O)O)Cc1c[nH]c2ccccc12)NC(=O)C[C@H](Cc1ccccc1)NC(=O)[C@@H]1CNCC[C@H]1N	-13.9%	14.0%
16	Cc1nc(N2CCOCC2)c2nc(-c3ccccc3)n(CCN3CCOCC3)c2n1	4.8%	-8.9%
17	NS(=O)(=O)c1cccc2c1c([N+](=O)[O-])cc1[nH]c(=O)c(=O)[nH]c12	-11.4%&-3.1%	-7.6%&4.0%
18	Oc1c(Cl)cc(Cl)c(Cl)c1Cl	-19.5%	114.7%
19	CCCCC/C=C\C/C=C\C/C=C\C=C\C(=O)CCCC(=O)O	7.1%	3.9%
20	CO[C@]1(C2=NCCN2)COc2ccccc2O1	6.0%	-0.6%
21	CCCCCCCCCCCCC/C=C/[C@@H](O)[C@H](CO)NC(=O)CCCCC	-9.8%	4.2%
22	COC(=O)NC(CCc1ccccc1)C(C(C)=O)C(=O)OC (configuration not stated)	13.1%	28.6%
23	CCCCCCCCCCCCCC[C@@H](O)[C@@H](O)[C@@H](N)CO	-13.8%	-1.3%
24	CC(C)C[C@H](NC(=O)[C@@H]1CCC(=O)N1)C(=O)N[C@@H](Cc1ccc(O)cc1)C(=O)N[C@@H](CCC(=O)O)C(=O)N[C@@H](CC(N)=O)C(=O)N[C@@H](CCCCN)C(=O)N1CCC[C@H]1C(=O)N[C@@H](CCCN=C(N)N)C(=O)N[C@@H](CCCN=C(N)N)C(=O)N1CCC[C@H]1C(=O)N[C@@H](Cc1ccc(O)cc1)C(=O)O	-1.1%	7.1%
25	O=C(Nc1ccc(Cl)cc1)OCCN1CCN(Cc2ccccc2)CCC1=O	1.9%	?

Four of these compounds in a different format.
22. COC(=O)NC(CCc1ccccc1)C(C(C)=O)C(=O)OC (configuration not stated)
13. Cn1cc(-c2nc3cnc(Oc4ccccc4)nc3n(C3CC3)c2=O)c2ccccc21
5. C=CCn1c(=O)n(CC=C)c(=O)n(CC=C)c1=O
19. CCCCC/C=C\C/C=C\C/C=C\C=C\C(=O)CCCC(=O)O

entry no. | 22 | 13 | 5 | 19
VP16 counter | 13.1% | 1.3% | 6.8% | 7.1%
RORgamma inh | 28.6% | 1.5% | -40.8% | 3.9%

New compounds follow.
item	molecule	VP16 counter	RORgamma inh
26	Cc1cc(CNC(=O)[C@]2(C(F)(F)F)C[C@H](CCC3CCCCC3)CCCO2)nn1C	2.7%	-13.0%
27	COC(=O)[C@H](COC(C)(C)C)NC(=O)O[C@@H]1C(=O)c2cc(Br)ccc2O[C@H]1c1ccc2c(c1)OCO2	-0.3%	11.6%
28	CC(Nc1oc(-c2ccccc2)nc1-c1ccccc1)c1ccccc1 (configuration not stated)	-4.8%&2.0%	2.8%&-5.2%
29	CC[C@H](C)[C@H](NC(=O)[C@H](CCC(=O)O)NC(=O)[C@H](CO)NC(=O)[C@@H](NC(=O)[C@H](C)N)C(C)C)C(=O)N[C@@H](CCC(N)=O)C(=O)N[C@@H](CC(C)C)C(=O)N[C@@H](CCSC)C(=O)N[C@@H](Cc1cnc[nH]1)C(=O)N[C@@H](CC(N)=O)C(=O)N[C@@H](CC(C)C)C(=O)NCC(=O)N[C@@H](CCCCN)C(=O)N[C@@H](Cc1cnc[nH]1)C(=O)N[C@@H](CC(C)C)C(=O)N[C@@H](C)C(=O)N[C@@H](CO)C(=O)N[C@H](C(=O)N[C@@H](CCC(=O)O)C(=O)N[C@@H](CCCNC(=N)N)C(=O)N[C@@H](CCSC)C(=O)N[C@@H](CCC(N)=O)C(=O)N[C@@H](Cc1c[nH]c2ccccc12)C(=O)N[C@@H](CC(C)C)C(=O)N[C@@H](CCCNC(=N)N)C(=O)N[C@@H](CCCCN)C(=O)N[C@@H](CCCCN)C(=O)N[C@@H](CC(C)C)C(=O)N[C@@H](CCC(N)=O)C(=O)N[C@@H](CC(=O)O)C(=O)N[C@H](C(=O)N[C@@H](Cc1cnc[nH]1)C(=O)N[C@@H](CC(N)=O)C(=O)N[C@@H](Cc1ccccc1)C(=O)O)C(C)C)C(C)C	3.9%	21.2%
30	Cc1noc(C)c1-c1cncnc1NCCN1CCOCC1	29.1%	?
31	CCOC(=O)CNC(=O)O[C@@H]1C(=O)c2cc(OC)ccc2O[C@H]1c1cccc(OC)c1	-21.1%	18.4%
32	COC(=O)C1CC1C(NC(=O)[C@H]1CCCCN1)c1ccccc1 (some centres not stated)	-10.5%	1.3%
33	CCOC(=O)CCN1C(=O)[C@H]2[C@H]3[C@H](O)[C@H](O)C/C(=N/NC(=O)OCc4ccccc4)[C@@H]3CC[C@@H]2C1=O	-5.7%[10 µM]	17.5%[10 µM]
34	Cc1noc(C)c1-c1cc(NCc2ccccc2)ncn1	8.0%	-13.6%
35	CC(C)(C)OC(=O)NCCCC1=CC2=CC(=O)C(C)(OC(=O)c3ccc(Cl)nc3)C(=O)C2=CO1 (configuration not stated)	-8.6%	-18.9%
36	CC(C)C[C@H](NC(=O)[C@H](Cc1cnc[nH]1)NC(=O)[C@@H](N)Cc1cnc[nH]1)C(=O)NCC(=O)NCC(=O)N[C@@H](C)C(=O)N[C@@H](CCCCN)C(=O)N[C@@H](CCC(N)=O)C(=O)N[C@@H](C)C(=O)NCC(=O)N[C@@H](CC(=O)O)C(=O)N[C@H](C(=O)O)C(C)C	-1.3%	10.8%
37	O=C1[C@H]2[C@H]3[C@H](O)[C@H](O)C/C(=N/OC[C@@H](O)COCc4ccco4)[C@@H]3CC[C@@H]2C(=O)N1C[C@@H]1CCCO1	16.4%[10 µM]	6.8%[10 µM]
38	CCCCCCC(=O)N1C/C=C\C(c2ccc(OC)cc2)N(Cc2ccc(F)cc2)C(=O)C1Cc1ccccc1 (configuration not stated)	?	-40.4%
39	CO[C@H]1COC(=O)C/C=C\[C@H](C)COC(=O)[C@@H](C)NC(=O)C/C=C\[C@@H]1C	-4.5%[10 µM]	19.3%[10 µM]
40	COc1ccc(Oc2ncc3nc(C)c(=O)n(CCC#N)c3n2)cc1	1.6%	1.6%
41	Oc1ccc(O)c2c(O)cccc12	-7.9%	-30.1%
42	CO/N=C\[C@@H](C)[C@H](OCc1ccccc1)C(C)C	-3.4%[10 µM]	-5.3%[10 µM]
43	CC[C@]12CCCN3CCc4c(n(c5ccccc45)C(=O)C1)[C@H]32	4.4%	0.3%
44	CC(C)NC(=O)N1CC[C@@]2(CCCN(C(=O)c3csnn3)C2)C1	-1.7%	-3.8%
45	c1ccsc1	-7.2%	-5.0%
46	C=C(C)C(=O)c1cccs1	-1.5%	-22.4%
47	COc1ccc(-n2c(=O)c(-c3ccc(Cl)cc3)nc3cnc(N(C)C)nc32)cc1	5.2%	14.6%
48	CC(=O)OC[C@@H]1O[C@H](C/C=N\O[C@@H](C)c2cc(-c3c(C)cc(C)cc3C)no2)C=C[C@@H]1OC(C)=O	1.2%[10 µM]	5.2%[10 µM]
49	CC(=O)OC[C@@H]1O[C@@H](O/N=C2/C[C@@H](O)[C@@H](O)[C@@H]3[C@@H]4C(=O)N(C5CCCCC5)C(=O)[C@H]4CC[C@@H]23)[C@H](OC(C)=O)[C@H](OC(C)=O)[C@@H]1OC(C)=O	0.6%[10 µM]	-0.3%[10 µM]
50	CCCn1c(-c2ccc(F)cc2)nc2c(N3CCN(CCC(=O)OCC)CC3)nc(C)nc21	4.2%	-2.2%
51	C=C1C(=O)OC2C1CC/C(C)=C/CCC1(C)OC21 (configuration not stated)	3.98µM*	4.47µM*
52	COc1cccc(Nc2ncc3nc(-c4cccs4)c(=O)n(-c4ccccc4)c3n2)c1	?	-45.0%
53	COC(=O)c1ccc(C(NC(=O)c2ccco2)[C@]2(C)C[C@H]2C2CCCCC2)cc1 (some centres not stated)	11.6%	14.1%
54	C=C(CC(=O)OC)C[C@]1(CC(=O)OC)CC2(CC=C(C)C)C(=O)C(C(=O)c3ccccc3)=C(OC(=O)c3ccc(Br)cc3)C(CC=C(C)C)(C1)C2=O (some centres not stated)	-4.2%[10 µM]	-7.8%[10 µM]
55	CC(=O)Oc1c(C)cccc1C(=O)O	2.7%	39.4%
56	O=C(c1ccncc1)N1CCC2(CC1)CCN(c1cccc(-c3ccccc3)c1)CC2	-13.8%	20.6%
57	COc1cccc(Cn2c(=O)c(-c3ccccc3)nc3cnc(N(C)C)nc32)c1	20.0%	-10.4%
58	CC(C)C[C@@H](CC(=O)N[C@@H](CCC(=O)O)CC(=O)O)NC(=O)[C@@H]1CNCC[C@H]1NC(=O)C[C@H](CCCN)NC(=O)C[C@H](Cc1c[nH]c2ccccc12)NC(=O)[C@@H]1CNCC[C@H]1N	-15.4%	-19.0%
59	CC[C@H](C)[C@H](NC(=O)[C@@H](NC(=O)[C@@H](NC(=O)[C@H](CCC(=O)O)NC(=O)[C@H](CCC(=O)O)NC(=O)[C@H](CCC(=O)O)NC(=O)[C@H](C)NC(=O)[C@@H](N)CC(C)C)C(C)C)C(C)C)C(=O)N[C@@H](CCCNC(=N)N)C(=O)N[C@@H](CO)C(=O)N[C@@H](C)C(=O)N[C@@H](CC(N)=O)C(=O)N[C@@H](Cc1ccccc1)C(=O)N[C@H](C(=O)N[C@@H](CC(=O)O)C(=O)N[C@@H](CC(N)=O)C(=O)O)[C@@H](C)O	0.3%	-10.6%
60	COc1ccc(-c2nc3cnc(Oc4cccc(Cl)c4)nc3n(C[C@H]3CCCO3)c2=O)cc1	-5.1%	32.1%
61	Cc1ccc(CNC(=O)[C@H](C)[C@@H]2C[C@@]2(C)[C@@H](NC(=O)OCc2ccccc2)c2ccccc2)o1	9.9%	?
62	CC1CCC(C(=O)O)NC1c1cccc(N2CCCC2=O)c1 (configuration not stated)	2.0%[10 µM]	5.5%[10 µM]
63	CN(C)c1ncc2nc(-c3ccc(Cl)cc3)c(=O)n(Cc3ccc(F)cc3)c2n1	-11.4%	-16.2%
64	COc1cc2c(cc1OC)[C@H](C)N(CC1C(=O)O[C@@H]3C[C@@]4(C)CCC[C@H](C)[C@@]45OC5[C@H]13)CC2 (some centres not stated)	?	?
65	O=c1cnc2cncnc2n1Cc1ccccc1Cl	-0.7%	37.8%
66	Cc1ccc2ccccc2c1[N+](=O)[O-]	-5.0%	4.3%
67	FC(F)(F)c1ccccc1-c1nc(NC2CCNCC2)c2ccccc2n1	-1.4%	-11.8%
68	O=[N+]([O-])c1ccc(CCO)cc1	2.7%	4.4%
69	CC1(C)CCC[C@@](C)([C@H]2CC[C@]3(C)[C@@H]2[C@H](O)C[C@@H]2[C@@]4(C)CC[C@H](O)C(C)(C)[C@@H]4CC[C@]23C)O1	5.3%	19.7%
70	COC(=O)CC1=COC(O)C2C(CO)=CC[C@@H]12 (some centres not stated)	-8.9%[10 µM]	4.5%[10 µM]
71	COc1cc(OC)cc(-c2sc3ccccc3c(=O)c2I)c1	-7.2%	43.0%

High-throughput results (PubChem)
